CIT2 TOR yeast = yeast TOR pathway CIT2-GFP modulation. S. cerevisiae CIT2-GFP strain, flow cytometry, 3 h; 100 means same as DMSO wells. GFP response vs DMSO, % at 10 µM. actives 0.065% (n = 320,000). AID 2029;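 active = GFP response relative to DMSO above a set limit, near the screen mean plus 3 SD, cut at about 150% in these data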;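 also: ratio of well median GFP fluorescence to mean of DMSO wells on the plate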
AHR activator = activates the human aryl hydrocarbon receptor. P35869. AHR-responsive luciferase reporter cells, luminescence. activation, % at 5 µM. actives 2.5% (n = 320,000). AID 2796; in the data active = activation above about 47%;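 also: 0% = vehicle wells and 100% = reference agonist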
Target sequence (P35869 whole entry, looked up): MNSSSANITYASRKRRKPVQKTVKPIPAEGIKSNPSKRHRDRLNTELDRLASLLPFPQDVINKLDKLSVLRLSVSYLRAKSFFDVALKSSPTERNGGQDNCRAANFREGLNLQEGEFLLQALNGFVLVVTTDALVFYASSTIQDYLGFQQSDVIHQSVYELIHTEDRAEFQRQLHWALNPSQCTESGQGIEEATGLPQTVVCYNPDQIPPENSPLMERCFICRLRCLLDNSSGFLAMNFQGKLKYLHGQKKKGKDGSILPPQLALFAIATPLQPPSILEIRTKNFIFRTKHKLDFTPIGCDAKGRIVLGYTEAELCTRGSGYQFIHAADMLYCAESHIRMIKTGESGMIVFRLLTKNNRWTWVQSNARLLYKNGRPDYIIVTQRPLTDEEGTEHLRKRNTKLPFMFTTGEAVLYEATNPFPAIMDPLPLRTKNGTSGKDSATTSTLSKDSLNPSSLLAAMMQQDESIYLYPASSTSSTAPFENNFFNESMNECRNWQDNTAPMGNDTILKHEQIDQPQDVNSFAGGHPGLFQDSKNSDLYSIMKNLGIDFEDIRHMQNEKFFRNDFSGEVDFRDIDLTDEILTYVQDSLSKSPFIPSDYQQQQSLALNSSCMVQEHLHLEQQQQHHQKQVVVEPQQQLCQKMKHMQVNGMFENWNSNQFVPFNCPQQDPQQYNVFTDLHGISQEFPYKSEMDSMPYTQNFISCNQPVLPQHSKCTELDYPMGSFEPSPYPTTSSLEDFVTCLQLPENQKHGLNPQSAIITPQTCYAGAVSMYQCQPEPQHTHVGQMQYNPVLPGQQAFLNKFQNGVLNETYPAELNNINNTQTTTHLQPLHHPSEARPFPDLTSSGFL
AGP1-GFP MLPCN = modulators of TOR pathway AGP1-GFP in S. cerevisiae. S. cerevisiae AGP1-GFP multiplex flow cytometry, 3 h; GFP as percent of DMSO wells. AID 2066. GFP response vs DMSO, % at 10 µM. actives 0.02% (n = 320,000);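 active = GFP response relative to DMSO above a set limit, near screen average plus 3 SD, cut at about 150% in these data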;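 also: median GFP channel fluorescence of the gated AGP1 strain per well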
proCasp3 act = activates human procaspase-3. activation, % at 8.5 µM. actives 0.11% (n = 330,000). P42574. recombinant procaspase-3 D3A, Ac-DEVD-pNA absorbance 405 nm. AID 463141;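 active = activation above the mean of all tested compounds plus 3 SD, cut at about 21% in these data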;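 also: 0% = DMSO alone and 100% = DMSO wells spiked with extra 5 µM PC-3 D3A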
Target sequence (P42574 whole entry D9A/D28A/D175A): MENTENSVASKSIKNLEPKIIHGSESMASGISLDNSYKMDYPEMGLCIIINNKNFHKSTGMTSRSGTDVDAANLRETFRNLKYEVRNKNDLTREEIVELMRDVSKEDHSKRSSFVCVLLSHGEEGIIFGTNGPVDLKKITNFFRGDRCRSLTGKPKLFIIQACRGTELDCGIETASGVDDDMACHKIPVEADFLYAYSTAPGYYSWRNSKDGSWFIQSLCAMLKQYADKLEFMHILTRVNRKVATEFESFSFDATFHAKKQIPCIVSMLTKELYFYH
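Test system: Procaspase-3 D3A mutant, all three cleavage aspartates alanine | Dosing: Single dose, 8.5 µM nominal compound, 0.8% DMSO | Schedule: 1 h preincubation, 2 h reaction | Technique: 405 nm absorbance of p-nitroaniline, reads at 0 and 120 min | Repeats: One well per compound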
LAP4 TOR yeast = modulators of TOR pathway LAP4-GFP in S. cerevisiae | S. cerevisiae LAP4-GFP multiplex, flow cytometry GFP, 3 h; median GFP as percent of DMSO wells | GFP response vs DMSO, % at 10 µM | AID 2023 | actives 0.34% (n = 320,000);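 active = GFP response vs DMSO above a set limit, about the screen mean plus 3 SD, cut at about 150% in these data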
MEP2 TOR yeast = modulators of TOR pathway MEP2-GFP in S. cerevisiae; S. cerevisiae MEP2-GFP strain, flow cytometry GFP, 3 h; 100% = DMSO control level; GFP response vs DMSO, % at 10 µM; actives 0.51% (n = 330,000);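 active = GFP response versus DMSO above a set limit, roughly screen mean plus 3 SD, cut at about 180% in these data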;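 also: median GFP fluorescence of the barcode-gated MEP2-GFP cells per well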
proCasp7 act = activates human procaspase-7, counter-screen for procaspase-3 activators. P55210. recombinant procaspase-7, Ac-DEVD-pNA absorbance 405 nm; D23A/D198A/D206A triple mutant, cannot self-cleave; scale: DMSO 0, 5 µM enzyme 100. activation, % at 8.5 µM. actives 0.093% (n = 330,000);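 active = percent activation above the screen-wide mean plus 3 SD, cut at about 25% in these data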
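Replicates: singlicate. Assay system: Procaspase-7 triple mutant (PC-7 D3A). Signal: 405 nm absorbance of p-nitroaniline. Times: 1 h preincubation, 2 h reaction. Buffer or medium: Zinc-free HEPES pH 7.4 with 300 mM NaCl, 0.01% Triton X-100. Also added: DEVD-pNA substrate. Benchmarks: DMSO wells as 0%, DMSO with 5 µM added PC-7 as 100%.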
RPL19A TOR yeast = alters RPL19A-GFP fluorescence in TOR pathway yeast screen | S. cerevisiae RPL19A-GFP strain, flow cytometry, 3 h; active compounds read low | AID 2025 | actives 0.3% (n = 330,000) | percent response vs DMSO, % at 10 µM;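 active = percent response vs DMSO below 50%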;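 also: median channel GFP fluorescence of the barcoded RPL19A-GFP strain; ratio of sample median GFP to plate DMSO average so 100% = DMSO; lower means less RPL19A-GFP as with rapamycin TOR inhibition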
* marks the source's active call; other numbers are inactive results; x = no result given.

Structure | CIT2 TOR yeast | AHR activator | AGP1-GFP MLPCN | proCasp3 act | LAP4 TOR yeast | MEP2 TOR yeast | proCasp7 act | RPL19A TOR yeast
COc1ccc([C@H]2C=C3CN(C(=O)OC(C)(C)C)S(=O)(=O)[C@H]3C[C@H]2OC(=O)c2cccs2)cc1 | 70.2 | 5.5 | 79.7 | 1.8 | 123.4 | 94.2 | 1.7 | 94.8
Cc1ccc(Sc2ccc(S(=O)(=O)Nc3ccc(C(=O)O)cc3)cc2)cc1C | 98.0 | -0.3 | 100.2 | 3.0 | 96.7 | 96.7 | -11.9 | 100.0
O=C(O)CCN=CC1=C(O)CC(c2ccccc2)CC1=O (stereo unspecified) | 109.5 | -1.4 | 107.7 | -7.0 | 102.0 | 102.9 | 6.3 | 104.6
Cc1c2ccccc2cc[n+]1CCCS(=O)(=O)[O-] | 111.3 | -2.8 | 105.6 | -1.0 | 108.1 | 125.2 | -4.0 | 110.4
Oc1ccccc1Oc1ncc(Br)c(N2CCOCC2)n1 | 87.9 | 1.9 | 93.4 | 2.9 | 96.7 | 92.2 | 0.2 | 95.0
Cc1cc(C)cc(NC(=O)CCn2c(=S)[nH]c3ccccc3c2=O)c1 | 110.5 | 3.8 | 114.0 | 11.3 | 106.8 | 105.2 | 5.4 | 109.2
C=CCSc1nc(Cc2ccc(Cl)cc2)nc2ccccc12 | 115.3 | 4.2 | 96.5 | 3.4 | 80.3 | 106.1 | 13.9 | 100.5
COc1cccc(C(=O)NNc2nc(C)cc(C)n2)c1 | 106.7 | 6.3 | 94.6 | -3.1 | 83.8 | 99.6 | 4.0 | 102.9
COc1cccc(N2CCN(c3c(C#N)c(C(F)(F)F)nn3C)CC2)c1 | 91.2 | -7.6 | 91.3 | 1.2 | 104.1 | 100.3 | -1.4 | 101.5
CC(C)[C@@H](N)C(=O)NCC1CCC(C(=O)N[C@@H](Cc2ccccc2)C(=O)O)CC1 (stereo partly specified) | 97.2 | -1.0 | 101.2 | -4.4 | 109.7 | 103.4 | 5.6 | 95.4
CC(=O)c1c(C)[nH]c(C2=NNC(=NCc3ccccc3)SC2)c1C | 93.0 | 8.2 | 97.9 | -3.1 | 91.4 | 95.8 | -1.9 | 103.2
COc1ccc([N+](=O)[O-])cc1Nc1c2ccccc2nc2ccccc12 | 105.2 | -0.6 | 101.1 | -6.3 | 95.5 | 112.2 | 1.5 | 105.2
O=C(Nc1ccnn1C1CCN(CCCC2CCCC2)CC1)c1ccccc1 | 103.8 | -0.2 | 104.1 | 1.6 | 102.1 | 97.5 | -3.8 | 100.0
O=C1N/C(=N\S(=O)(=O)Cc2ccccc2)S/C1=C/c1cc([N+](=O)[O-])ccc1O | 103.9 | -0.2 | 110.6 | -16.4 | 99.7 | 107.8 | -7.3 | 103.0
COCCN(Cc1cc2cccc(C)c2n2nnnc12)C(=O)C(F)(F)F | 100.5 | 2.4 | 102.7 | -5.8 | 105.7 | 102.9 | -0.4 | 102.8
CCOC(=O)C1=C(N)N2C(=O)C(C)SC2=C(C(=O)OCC)C1c1cc(OC)c(OC)c(OC)c1 (stereo unspecified) | 100.1 | 0.6 | 99.5 | -5.1 | 101.4 | 100.7 | 3.0 | 98.9
Cc1cc(C)cc(N2Cc3ccccc3C2)c1 | 97.8 | 5.6 | 99.8 | 3.1 | 121.5 | 104.0 | 3.7 | 92.2
Cc1[nH]c2ccc(C(=O)Nc3ccncc3)cc2c1C | 99.5 | -0.2 | 93.3 | 3.4 | 81.0 | 103.0 | 11.6 | 95.1
CC1CCCCC1NC(=O)COC(=O)c1ccccc1NC(=O)c1ccco1 (stereo unspecified) | 103.2 | 6.8 | 104.5 | -2.1 | 102.9 | 110.3 | -2.2 | 101.2
CCOc1ccc(C)cc1S(=O)(=O)NC1CCCCC1 | 97.2 | 1.7 | 102.0 | -4.7 | 91.7 | 90.1 | 13.0 | 100.7

Record cards, as listed above:
Results for `COc1cccc(C(=O)NNc2nc(C)cc(C)n2)c1` → CIT2 TOR yeast: 106.7; AHR activator: 6.3; AGP1-GFP MLPCN: 94.6; proCasp3 act: -3.1; LAP4 TOR yeast: 83.8; MEP2 TOR yeast: 99.6; proCasp7 act: 4.0; RPL19A TOR yeast: 102.9
Results for `O=C(Nc1ccnn1C1CCN(CCCC2CCCC2)CC1)c1ccccc1` → CIT2 TOR yeast: 103.8; AHR activator: -0.2; AGP1-GFP MLPCN: 104.1; proCasp3 act: 1.6; LAP4 TOR yeast: 102.1; MEP2 TOR yeast: 97.5; proCasp7 act: -3.8; RPL19A TOR yeast: 100.0

Other results follow:
Structure | CIT2 TOR yeast | AHR activator | AGP1-GFP MLPCN | proCasp3 act | LAP4 TOR yeast | MEP2 TOR yeast | proCasp7 act | RPL19A TOR yeast
COc1ccc(CCOC(=O)c2ccc(N)c([N+](=O)[O-])c2)cc1 | 100.0 | -3.3 | 100.3 | 2.8 | 109.5 | 99.1 | 4.3 | 100.6
O=C(CSc1nnc(-c2ccco2)n1CC1CCCO1)c1ccccc1 (stereo unspecified) | 99.5 | 0.3 | 101.3 | -3.4 | 98.3 | 99.2 | -10.3 | 95.0
CC(C)(C)NC(=O)c1ccncc1 | 110.4 | 1.6 | 109.0 | -2.8 | 103.7 | 104.5 | -3.8 | 101.2
Cc1ccc(S(=O)(=O)N2CCN(S(C)(=O)=O)C2)cc1 | 106.6 | 1.7 | 105.5 | -7.5 | 104.5 | 109.1 | 3.5 | 104.4
O=c1c2ccccc2cnn1Cc1ccc(Br)cc1F | 82.0 | -0.9 | 51.3 | 2.7 | 98.7 | 117.0 | 4.6 | 75.1
COc1ccc(Cc2noc(CN3CCN(c4ccc(Cl)cn4)CC3)n2)cc1OC | 94.9 | 5.0 | 100.4 | -2.9 | 105.2 | 98.2 | 3.0 | 98.6
FCCCOc1ccc(-c2nccc(-c3ccc(F)cc3)n2)cc1 | 100.1 | 4.9 | 98.8 | 7.4 | 99.4 | 105.6 | 3.4 | 99.2
Cc1noc(C)c1C(=O)OCC(=O)Nc1ccccc1C(=O)NC(C)c1ccccc1 (stereo unspecified) | 101.2 | 0.1 | 101.6 | -1.6 | 105.3 | 105.1 | 7.7 | 98.3
COc1ccc(CNC(=O)c2cc3ccccc3oc2=O)cc1 | 93.9 | -3.7 | 98.6 | -3.6 | 91.4 | 101.3 | 8.8 | 100.3
c1ccc(Cn2nnnc2CN2CCN(c3ncccn3)CC2)cc1 | 95.2 | 3.2 | 106.5 | -7.4 | 109.8 | 143.7 | 0.4 | 95.9
CCSc1nc(C)c(C(C)=O)cc1C#N | 90.2 | 0.2 | 83.1 | -3.1 | 88.6 | 95.3 | 9.0 | 89.5
C=CCNC(=O)N1CCCC(C(=O)c2cccc(Cl)c2)C1 (stereo unspecified) | 116.9 | -1.7 | 108.2 | 8.3 | 98.3 | 118.7 | 12.4 | 115.4
COc1ccc(C(=O)CSc2nc3ccccc3n2CC(=O)NC(C)(C)C)cc1 | 101.6 | -2.6 | 99.0 | 1.7 | 96.5 | 101.2 | -2.2 | 95.8
COCCNC(=S)Nc1ccc([N+](=O)[O-])cc1C | 94.2 | 0.9 | 99.5 | -7.7 | 113.7 | 94.1 | 8.8 | 104.0
Cc1[nH]n2c(=O)c3c(nc2c1-c1ccc(Cl)cc1)CCC3 | 88.8 | 1.5 | 87.0 | -4.5 | 87.2 | 90.5 | -2.5 | 88.4
Cc1cc(Nc2ncc(Cl)cc2Cl)n[nH]1 | 99.3 | 54.4* | 98.6 | 12.1 | 104.4 | 108.2 | 10.3 | 97.2
COC(=O)c1ccc(Cn2nc(C)cc2C)cc1 | 97.4 | 0.9 | 105.5 | -7.8 | 108.6 | 105.7 | -1.3 | 104.1
CCNC(=O)CC1C(=O)N(c2ccc(F)cc2)C(=O)N1CCc1ccc(OC)cc1 (stereo unspecified) | 104.8 | -1.6 | 100.6 | 3.4 | 95.4 | 98.0 | 6.4 | 99.5
O=C(COc1cccc(Cl)c1)Nc1ccc2c(c1)CCC2 | 94.1 | -1.1 | 89.9 | 2.8 | 89.7 | 93.4 | -23.3 | 100.4
Cc1cc(C)n2nc(C(=O)Oc3ccc4c(c3)OCO4)nc2n1 | 93.3 | -0.1 | 96.9 | 4.2 | 98.3 | 95.6 | 4.8 | 95.8
O=C(N/N=C/c1ccc(O)cc1)c1cc[n+](Cc2ccccc2)cc1 | 106.8 | 1.5 | 101.0 | -18.2 | 92.1 | 106.1 | 0.3 | 100.5
O=S(=O)(Cc1ccccc1)N1CCc2ccccc2C1 | 99.6 | 15.2 | 105.8 | -0.9 | 115.1 | 108.5 | 8.8 | 101.9
Cc1cc(Br)ccc1NC(=O)CN(C)C(=O)Cn1c(=O)cnc2ccccc21 | 98.8 | 2.2 | 98.0 | -1.3 | 98.3 | 88.6 | 0.1 | 78.4
O=C(NCCN1CCOCC1)C(=O)NCC1OCCCN1S(=O)(=O)c1cc(F)ccc1F (stereo unspecified) | 108.0 | 1.2 | 99.5 | 12.6 | 110.8 | 142.7 | -3.7 | 105.2
Cc1ccc(NS(=O)(=O)c2ccc(N3C(=O)CCC3=O)cc2)cc1 | 103.9 | 0.0 | 105.4 | -1.9 | 112.4 | 105.9 | -1.1 | 107.5
Cc1ccc(C(=O)NCC(=O)N2CCN(c3cccc(Cl)c3)CC2)s1 | 81.7 | 3.6 | 98.9 | 6.6 | 113.0 | 98.4 | 2.7 | 96.4
CC(C)(C)NC(=O)c1ccc(NC(=O)CSc2ccccc2)cc1 | x | -1.5 | 88.4 | 0.4 | 85.8 | 91.8 | -1.2 | 88.4
CCC(/C=N/NC(=O)c1ccccc1F)CC | 92.7 | 8.2 | 92.8 | 0.8 | 89.2 | 104.3 | 2.6 | 96.8
C[C@H](CCCC/C=C/C(=O)O)O[C@@H]1O[C@@H](C)[C@H](O)C[C@H]1O | 91.8 | -4.1 | 92.5 | 1.9 | 96.9 | 96.5 | -3.1 | 95.2
COc1ccc(C(C)NC(=O)C23CC4CC(CC(C4)C2)C3)cc1 (stereo unspecified) | 103.7 | -1.1 | 103.6 | 5.1 | 103.8 | 112.0 | -10.1 | 107.2
O=c1c2ccccc2nc2n1CCN2 | 97.7 | -0.6 | 91.2 | -0.3 | 101.5 | 102.3 | 0.9 | 99.3
Cn1ncc(Br)c1NC(=O)Nc1ccc(OC(F)(F)F)cc1 | 103.7 | -1.4 | 100.1 | -8.0 | 105.3 | 96.9 | -7.2 | 102.0
COCCCNC(=O)c1ccc(S(=O)(=O)c2ccc(C)cc2)c(NC(C)=O)c1 | 102.6 | 1.0 | 99.7 | 3.4 | 101.1 | 110.8 | 5.5 | 106.8
NC(=O)NC(=O)Nc1ccccc1Cl | 112.2 | -2.7 | 111.8 | 13.7 | 97.5 | 101.0 | 6.0 | 107.7
COc1ccccc1N(CC(=O)Nc1ccc(S(=O)(=O)N2CCCCC2)cc1)S(C)(=O)=O | 92.9 | 3.9 | 95.7 | 0.0 | 97.2 | 98.9 | 2.2 | 100.6
COc1ccc(/C(O)=C2/C(=O)C(=O)N(CCN(C)C)C2c2ccc(F)cc2)cc1Cl (stereo unspecified) | 103.2 | -3.1 | 104.3 | -17.0 | 101.9 | 100.0 | 6.6 | 99.6
CCN(CC)CCn1c(SCC(=O)NCc2ccccc2)nc2c(sc3ccccc32)c1=O | 101.8 | 5.1 | 103.0 | -3.8 | 107.3 | 101.9 | 0.9 | 95.4
